# HIF-2a block: HIF-2a inhibition; AID 624352; inhibition, % at 18.8 µM; 786-0 RCC cells HIF-2a reporter, luciferase luminescence, overnight; 0.72% of 360,000 active;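 active = inhibition of the luminescence signal of 40% or more relative to plate controls, in a single-dose primary screen at 18.75 µM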
# NR2E3 ag-1: agonists of human NR2E3 nuclear receptor; Q9Y5X4; AID 602229; CHO-S Gal4-NCOR/VP16-NR2E3 two-hybrid, luciferase; inhibition of corepressor binding, % at 3.98 µM; 0.35% of 360,000 active;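 active = inhibition above the mean of all tested compounds plus 3 SD, cut at about 70% in these data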;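 note: 0% = DMSO with NR2E3 transfected cells and 100% = cells lacking NR2E3 construct; higher means lower luciferase signal from less NR2E3 corepressor binding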
# Target sequence (Q9Y5X4 whole entry, looked up, the tested form may be a part): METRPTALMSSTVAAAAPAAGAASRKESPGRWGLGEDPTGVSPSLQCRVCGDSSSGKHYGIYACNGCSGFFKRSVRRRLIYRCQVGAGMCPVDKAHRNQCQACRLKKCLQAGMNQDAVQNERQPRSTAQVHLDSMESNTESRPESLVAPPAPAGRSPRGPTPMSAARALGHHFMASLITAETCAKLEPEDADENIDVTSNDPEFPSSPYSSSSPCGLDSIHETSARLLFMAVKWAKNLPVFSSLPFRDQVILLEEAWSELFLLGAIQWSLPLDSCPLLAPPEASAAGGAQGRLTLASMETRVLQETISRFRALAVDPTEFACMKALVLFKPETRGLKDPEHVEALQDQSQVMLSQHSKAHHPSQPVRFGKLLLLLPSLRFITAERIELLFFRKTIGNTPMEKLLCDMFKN
# PDI inh: inhibitors of human protein disulfide isomerase. P07237. PDI insulin aggregation turbidity, A650, 90 min. inhibition, % at 10 µM. 0.052% of 350,000 active;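 active = mean inhibition across replicates of 30% or more, whatever share of single replicates reach that level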;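 note: absorbance from insulin aggregation driven by PDI reduction with DTT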
# NR2E3 ag-2: agonists of human nuclear receptor NR2E3 | Q9Y5X4 | GST-NR2E3/biotin-RetCOR TR-FRET, 1536-well | inhibition of corepressor binding, % at 4.78 µM | 0.12% of 320,000 active | AID 2300;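 active = percent inhibition above the cutoff of mean plus 3 SD of all tested compounds, set per screening campaign, cut at about 20% in these data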;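 note: 0% = DMSO wells and 100% = biotin wells as full block of FRET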
#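 System: GST-tagged NR2E3 plus biotinylated RetCOR corepressor; Amount: 1.35 nM GST-tagged NR2E3 final; Dosing: single nominal compound dose of 4.8 µM; Schedule: 5 h incubation at 4 °C; Technique: TR-FRET with europium anti-GST and streptavidin-D2, 340 nm excitation; Controls: biotin wells as high control, 0.6% DMSO wells as low control.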
# Cardio protect: modulators protecting cardiomyocytes from myocardial damage; H9c2 cardiomyocytes, H2O2 injury protection, ATPLite, 2 h; protection from H2O2 cell death, % at 20 µM; 0.63% of 360,000 active; AID 588492;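 active = compounds giving at least 50% protection of heart cells from peroxide-induced death in the single-dose screen, raw or plate-pattern-corrected value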;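 note: 0% = DMSO wells with peroxide and 100% = DMSO wells without peroxide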
# MITF TRPM1 inh: inhibitors of MITF-driven TRPM1 promoter in melanoma cells; SK-MEL-5 TRPM1 promoter luciferase, 24 h; inhibition, % at 12.5 µM; 0.83% of 330,000 active;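 active = mean inhibition across replicates of 60% or more, whatever share of single replicates reaches that level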; note: values of inactives mirror those of a sister screen read the other way
# HTR2A ag: activates the mouse 5-HT2A serotonin receptor | CHO-K1 mHTR2A beta-arrestin complementation, luminescence; percent of 30 µM serotonin response | P35363 | activation, % at 7.6 µM | AID 624169 | 0.66% of 360,000 active;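 active = activation above a run cutoff, the mean activation of all tested compounds plus 3 SD, cut at about 14% in these data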;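 note: 0% = plate median of compound wells and 100% = 30 µM serotonin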
# Target sequence (P35363 whole entry, looked up): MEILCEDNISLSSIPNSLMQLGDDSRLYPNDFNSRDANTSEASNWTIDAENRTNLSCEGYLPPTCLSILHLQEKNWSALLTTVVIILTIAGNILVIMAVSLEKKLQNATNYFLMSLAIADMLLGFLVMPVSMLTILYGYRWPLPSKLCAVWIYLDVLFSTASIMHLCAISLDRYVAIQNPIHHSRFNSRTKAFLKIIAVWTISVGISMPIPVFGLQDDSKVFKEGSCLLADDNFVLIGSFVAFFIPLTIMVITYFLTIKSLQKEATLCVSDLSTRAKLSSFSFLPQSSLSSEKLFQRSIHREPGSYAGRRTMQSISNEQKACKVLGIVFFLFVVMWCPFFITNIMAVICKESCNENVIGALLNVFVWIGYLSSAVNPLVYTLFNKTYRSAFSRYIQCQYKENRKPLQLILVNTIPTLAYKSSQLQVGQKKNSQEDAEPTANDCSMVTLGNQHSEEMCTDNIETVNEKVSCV
# CaV13 FRET inh: Disruptors of the CACNA1D IQ motif to Ca2+-dependent inactivation inhibitor domain association, primary screening, Förster resonance energy transfer in intact living …; HEK cells, CFP/YFP FRET ICDI-IQ, plate reader, 10 min; percent FRET-ratio fall versus neutral wells; inhibition, % at 12.3 µM; 0.098% of 340,000 active; AID 743397;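 active = mean replicate inhibition of at least 30% and at least 1% of replicates passing that level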;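 note: 0% = median of the neutral control wells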
# iPSC survival up: enhancers of human iPSC single-cell survival; survival enhancement, % at 20 µM; 0.044% of 360,000 active; AID 602274; hiPSC single-cell survival, ATPlite luminescence; 100% = ROCK inhibitor wells, 0% = DMSO; in the data active = survival enhancement above about 18%;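 note: cells exposed to compounds for 16 hours before the ATP read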
# Peg3 prom inh: inhibitors of Peg3 promoter. HeLa PEG-Prom luciferase reporter, luminescence, overnight. 1.7% of 360,000 active. AID 588405. inhibition, % at 20 µM;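 active = inhibition of at least 50% at 20 µM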
# Shn3 3UTR inh: inhibitors of Schnurri-3 3'UTR reporter in osteoblasts | inhibition, % at 12.5 µM | Clone20 osteoblast Shn3 3'UTR firefly luciferase, 24 h | 0.52% of 360,000 active;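 active = mean inhibition of at least 75% with every replicate also reaching 75%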;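 note: 0% = median of neutral control wells and 100% = pilot-screen positive control compound; some compounds past the cut are filed as inactive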
# Active calls of the source: *; . = not tested or not shown. Outcome played no part in choosing rows; about 3.9% have a hit in one of these screens.
SMILES,HIF-2a block,NR2E3 ag-1,PDI inh,NR2E3 ag-2,Cardio protect,MITF TRPM1 inh,HTR2A ag,CaV13 FRET inh,iPSC survival up,Peg3 prom inh,Shn3 3UTR inh
COc1cccc2sc(N(CCCN(C)C)C(=O)CCS(=O)(=O)c3ccccc3)nc12,37.7,11.7,2.9,-4.8,-14.6,31.1,-6.1,-2.4,-0.4,96.4*,97.2*
O=C(O)CN1C(=O)/C(=C/c2ccc(SCc3ccccc3)o2)SC1=S,13.0,-14.4,-4.4,.,0.8,-14.1,-0.5,-117.6,1.1,1.4,2.2
Cc1ccc(NC(=O)CCC(=O)N/N=C/c2ccc(O)cc2O)cc1,10.3,-11.1,16.2,3.6,38.9,.,7.1,-3.8,-0.2,22.7,-4.4
COc1cc(OC)c(OC)cc1/C=N/n1c(C)nc2ccccc2c1=O,18.9,7.6,-2.4,0.7,8.5,-11.0,-5.8,-21.9,-0.3,-0.2,8.0
COc1ccc(NC(=S)N(CCCN2CCOCC2)C(C)c2cc3cccc(OC)c3o2)cc1 (configuration not stated),10.7,-22.3,1.9,3.2,13.6,-3.5,-3.1,-4.9,0.8,5.0,2.2
CSc1nc2ccc(NC(=O)NC(=O)c3c(F)cccc3F)cc2s1,-93.0,-42.7,5.7,2.3,-0.9,-50.8,-1.0,-5.2,-0.7,-77.1,-20.9
COc1ccc2c(CC(=O)N3CCc4cc(OC)c(OC)cc4C3)coc2c1,4.1,-15.4,0.7,0.8,1.0,14.3,-0.6,-5.8,-0.2,-0.7,-9.9
CCc1nc(SCC(=O)Nc2ccc(N(C)C)cc2)c2ccccc2n1,12.7,-8.3,-2.6,-1.9,1.0,10.1,0.1,-0.2,0.0,20.8,-15.0
CC(=O)Nc1ccc(C2NC(=S)N(c3ccccc3C(F)(F)F)C(C)=C2C(=O)N2CCOCC2)cc1 (configuration not stated),-4.4,4.0,-3.9,-0.5,4.4,9.9,-0.8,-6.3,0.4,-1.6,1.8
CCOC(=O)c1nnn2c1nc(N(CC)CC)c1ccccc12,17.6,16.7,0.6,0.2,4.2,-3.6,-0.8,-4.7,0.9,22.6,-4.2
O=C(N/N=C/C(Br)=C/c1ccccc1)C(O)c1ccccc1 (configuration not stated),-192.9,-34.7,4.6,-1.9,-6.3,-10.8,-2.9,-4.6,-0.2,-98.7,.
Cc1cc(/C=N/NC(=O)c2nn(C)cc2Cl)c(C)n1-c1cccc(Br)c1,-48.2,-4.7,-5.8,-2.4,3.3,-13.6,0.8,-5.0,1.6,-31.5,14.7
O=C(NCCc1ccc(C(F)(F)F)cc1)c1ccc(Cl)nc1,-30.1,-12.2,-3.1,0.4,-0.9,-4.1,-6.0,-17.6,-0.2,6.9,28.5
Nc1nonc1-n1nnc(C(=O)c2ccccc2)c1-c1ccccc1,-2.2,21.0,2.9,-1.7,-7.5,-11.0,-5.3,-0.4,2.4,7.2,-4.8
CCOC(=O)c1c(C)[nH]c(C(=O)COC(=O)Cn2cc(C(F)(F)F)ccc2=O)c1C,1.7,-1.0,15.4,4.7,2.2,7.0,1.0,-6.4,0.9,22.5,2.5
CN1CCN(c2ccc(-c3cccc(NC(=O)COc4ccccc4)c3)nn2)CC1,-116.0,-96.7,-6.9,0.8,-16.7,-34.4,-16.4,-1.7,-0.4,-153.2,-77.9
CC1(C)NC(C)(C)c2nonc2/C1=N\O,6.1,-17.8,3.5,0.0,-2.1,6.3,-2.0,-4.4,1.0,-0.8,-6.0
CCN(CC(=O)Nc1ccc(NC(C)=O)cc1)C(=O)c1c(C)nn(Cc2ccc(C)cc2)c1Cl,25.4,10.6,1.2,.,-2.2,2.5,-1.1,-6.3,0.1,-3.5,-0.5
O=C(c1ccccc1)N1N=C(c2ccccc2)CC1c1ccccc1O (configuration not stated),19.6,-80.3,7.4,2.4,-13.7,11.4,4.5,-5.5,1.8,20.8,2.6
CC(Oc1ccccc1)C(=O)Nc1cccc(F)c1 (configuration not stated),-1.6,18.8,-6.0,-1.0,-1.3,-8.9,-4.4,-5.0,0.2,-0.8,2.2
O=C(CC1Oc2ccccc2NC1=O)NC1CC1 (configuration not stated),10.2,3.4,0.5,-3.1,9.6,-2.2,-1.4,28.8,0.6,-8.1,3.5
CC(=O)NC(=S)Nc1cccc([N+](=O)[O-])c1,-0.1,-5.0,-3.2,1.4,-1.7,-3.5,3.8,-6.3,-1.1,-4.1,-11.5
CCOC(=O)c1cn2nc(Oc3ccc(C(=O)OC)cc3)ccc2n1,1.3,-16.5,-0.3,1.5,0.8,2.7,-0.9,-4.0,0.0,-3.2,7.2
COc1ccc(CNC(=O)CSc2nnc(Cn3nnc4ccccc43)n2C)cc1,5.5,3.7,0.4,4.8,3.3,-2.7,-0.9,-7.0,4.7,11.6,-0.7
O=C(Nc1ccc2c(c1)OCCO2)c1cc2ccccc2o1,-76.5,-151.6,-2.9,3.4,-26.2,-25.6,-5.5,-4.1,-3.2,-157.5,-6.0
SMILES,HIF-2a block,NR2E3 ag-1,PDI inh,NR2E3 ag-2,Cardio protect,MITF TRPM1 inh,HTR2A ag,CaV13 FRET inh,iPSC survival up,Peg3 prom inh,Shn3 3UTR inh
CCCCn1c(N)c(N(CCOC)C(=O)c2ccc(OCc3c(C)noc3C)cc2)c(=O)[nH]c1=O,4.2,-42.1,-5.5,2.6,-1.6,.,5.9,-6.0,-0.6,-0.4,-12.2
CCN(CC)S(=O)(=O)c1ccc(NC(=O)c2cnc(C)cn2)cc1,11.0,13.7,9.0,0.7,-3.6,10.2,-1.1,-2.8,0.0,-6.3,3.0
Cc1ccccc1-n1c(Cn2c(=O)sc3ccccc32)nnc1SCC(=O)NCC1CCCO1 (configuration not stated),-3.1,2.7,.,0.8,30.6,0.0,-2.0,19.2,0.8,-5.4,1.2
CC(C)N(Cc1nc(-c2ccccc2)no1)C(=O)Cc1ccccc1,-5.5,-6.9,.,-1.7,-2.6,.,7.4,-5.9,-0.3,27.5,2.4
CC(=O)c1cccc(N2C(=NC(=O)C3CCCCC3)SC3CS(=O)(=O)CC32)c1 (configuration not stated),16.0,-1.0,5.1,0.3,-3.2,-6.6,-4.0,-1.9,-0.4,17.0,-15.1
CN(c1ccc(OCC(=O)OCC(=O)Nc2ccc(F)cc2)cc1)S(=O)(=O)c1ccc(Cl)cc1,12.6,-4.8,-0.1,-2.6,1.0,2.6,-0.4,-2.7,2.7,13.7,5.0
CCCCSCCCNC(=O)CS(=O)Cc1nc(-c2cccc(C)c2)oc1C (configuration not stated),7.5,-3.3,2.6,-3.2,0.6,15.5,0.2,-5.2,0.1,11.5,1.5
CC(C)Oc1ccc(C(=O)OCC(=O)NC2CCCCCC2)cc1,1.8,3.6,6.2,1.7,-14.0,-7.4,1.4,-4.4,-0.5,-11.9,11.0
COc1ccc(CN2CCC(Cc3ccccc3)CC2)c(C)c1C,24.3,-16.0,3.1,.,-3.9,-1.4,-7.9,-4.5,-0.2,-13.5,27.3
CC(C)NC(=O)C1CCCN(S(=O)(=O)c2ccc(-n3cnnn3)cc2)C1 (configuration not stated),8.8,-2.3,-0.4,3.5,-1.2,-2.7,2.8,.,-0.1,13.2,11.5
CC(=O)Nc1ncc(N=Nc2cccc(C(F)(F)F)c2)s1,-153.9,0.5,-9.8,1.1,-3.3,-24.4,5.8,-3.7,0.6,-126.4,-79.8
Cc1c(C(=S)Nc2ccccc2)cnn1-c1ccccc1,-232.3,-87.7,6.2,-0.4,-8.4,-83.2,-2.2,-4.1,0.2,-234.5,13.8
COc1ccc(NC(=O)c2ccc(C)cc2)c(OC)c1,-203.9,-65.8,4.6,-2.9,-10.7,-25.4,-0.4,-4.5,0.4,-202.2,-70.3
COc1ccc(C2(C(=O)NCc3ccccc3Cl)CCOCC2)cc1OC,19.2,0.3,-6.7,7.3,3.7,4.3,-0.2,-3.9,-1.4,-2.2,8.8
CC1CCN(C(=O)COc2ccc(S(=O)(=O)N3CCOCC3)cc2)CC1,17.8,-8.2,2.1,8.0,-3.9,8.1,-0.4,-5.2,-0.4,10.7,-4.3
[N-]=[N+]=NCCN1CCN(Cc2ccccc2)CCC1=O,6.3,-6.8,-3.8,4.2,1.8,-8.6,-7.3,-5.8,-0.6,-2.8,-15.7
CSC1=C(C#N)C(c2ccccc2Cl)C(C(C)=O)=C(C)N1 (configuration not stated),3.2,-9.4,-7.1,-3.5,10.3,3.6,3.0,.,0.2,19.4,-6.3
COC(=O)C1(C)NC(c2ccco2)C2C(=O)N(c3ccc(C)cc3)C(=O)C21 (configuration not stated),7.0,-41.4,-1.7,-1.1,-1.6,8.9,8.0,-8.3,-0.8,9.6,9.4
C/C(=N\N=C(/N)SC1CC(=O)N(c2ccccc2)C1=O)c1cccs1 (configuration not stated),8.7,-12.7,7.1,1.0,3.9,16.0,-2.6,.,3.9,8.3,3.9
Nc1ccn(C2CC(O)C(CO)O2)c(=O)n1 (configuration not stated),5.4,8.0,-2.0,4.1,-1.6,1.5,9.2,-5.2,-0.3,-5.4,11.8
COC(=O)c1ccc(OC(=O)C2CC(=O)N(c3cccc(C)c3)C2)cc1 (configuration not stated),-1.0,11.7,-0.2,2.2,0.0,11.8,5.3,-7.7,-2.6,2.1,-10.5
CCCCc1ccc(S(=O)(=O)NNC(=S)NCc2ccco2)cc1,18.1,-10.1,10.5,-3.0,-9.9,-8.2,-0.8,-3.6,-0.2,12.9,-6.7
COCCN(CC(=O)Nc1cccc(C)c1C)C(=O)C1(c2ccccc2)CC1,17.6,-12.9,-4.2,.,-1.6,-1.1,1.4,-6.3,1.3,10.9,0.7
Cc1cccc([C@@H]2[C@@H]3C(=O)N(Cc4ccccc4)C(=O)[C@@H]3[C@]3(Cc4ccccc4)C(=O)N(c4ccccc4)C(=O)N23)c1,2.7,-6.6,-1.4,-0.9,1.8,.,0.7,-11.2,-1.6,1.7,-2.2
O=C(Nc1ccc(F)cc1)C(c1ccccc1)N1CCN(S(=O)(=O)c2ccccc2)CC1 (configuration not stated),7.2,-19.0,3.4,2.0,0.7,1.3,-0.8,-2.9,0.7,15.2,-5.9

# 2 of the compounds above, as labelled records:
CCN(CC(=O)Nc1ccc(NC(C)=O)cc1)C(=O)c1c(C)nn(Cc2ccc(C)cc2)c1Cl
  HIF-2a block: 25.4
  NR2E3 ag-1: 10.6
  PDI inh: 1.2
  NR2E3 ag-2: .
  Cardio protect: -2.2
  MITF TRPM1 inh: 2.5
  HTR2A ag: -1.1
  CaV13 FRET inh: -6.3
  iPSC survival up: 0.1
  Peg3 prom inh: -3.5
  Shn3 3UTR inh: -0.5

COc1ccc2c(CC(=O)N3CCc4cc(OC)c(OC)cc4C3)coc2c1
  HIF-2a block: 4.1
  NR2E3 ag-1: -15.4
  PDI inh: 0.7
  NR2E3 ag-2: 0.8
  Cardio protect: 1.0
  MITF TRPM1 inh: 14.3
  HTR2A ag: -0.6
  CaV13 FRET inh: -5.8
  iPSC survival up: -0.2
  Peg3 prom inh: -0.7
  Shn3 3UTR inh: -9.9

# Screens (PubChem BioAssay)
